# Bioassay records as filed in PubChem.
# rCAG binder: r(CAG) repeat RNA binding | TO-PRO-1 dye displacement fluorescence | inhibition, % at 3 µM | 1.3% of 370,000 active | AID 651821;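 active = inhibition above the plate cutoff, the mean of all test compounds on that plate plus 3 SD, cut at about 35% in these data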;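 note: 0% = DMSO alone and 100% = 100 µM mitoxantrone as full dye displacement; higher means more dye released from RNA so lower well fluorescence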
# ABHD4 inh: inhibitors of mouse ABHD4; AID 720543; inhibition, % at 8.92 µM; purified mABHD4, FP-Rh probe fluorescence polarization; 0.54% of 370,000 active;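 active = inhibition exceeding the mean over every tested compound plus 3 SD, cut at about 30% in these data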;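 note: 0% = plate median of compound wells and 100% = S159A mutant with DMSO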
# Target sequence (Q8VD66 whole entry, looked up): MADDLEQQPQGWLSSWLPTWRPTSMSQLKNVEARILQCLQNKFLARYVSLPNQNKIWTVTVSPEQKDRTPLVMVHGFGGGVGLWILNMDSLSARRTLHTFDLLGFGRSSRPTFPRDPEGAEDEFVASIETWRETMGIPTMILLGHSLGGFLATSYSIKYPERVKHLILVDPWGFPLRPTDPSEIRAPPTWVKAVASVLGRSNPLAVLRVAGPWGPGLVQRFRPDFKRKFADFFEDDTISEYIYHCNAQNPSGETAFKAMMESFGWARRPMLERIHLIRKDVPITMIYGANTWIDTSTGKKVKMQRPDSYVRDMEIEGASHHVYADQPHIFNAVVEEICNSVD
#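 Test system: mABHD4 protein | Buffer or medium: HEPES pH 7.0 buffer, 150 mM NaCl, 0.01% Pluronic F-127 | Probe or stimulus: FP-Rh fluorescent activity-based probe, added after compound pre-incubation | Timing: Pre-incubation 45 min, probe exposure 60 min, at 25 °C | Technique: Fluorescence polarization, excitation 525 nm, emission 598 nm, BODIPY TMR filters | Repeats: Single well per compound (singlicate)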
# UHRF1 MBD2 ctr: UHRF1 methyl-DNA binding inhibition. UHRF1 binding to methylated oligo, TR-FRET. Q96T88. 0.75% of 370,000 active. AID 687016. inhibition, % at 4.4 µM; in the data active = inhibition above about 21%;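 note: UHRF1 SRA domain binding a hemimethylated CpG hairpin DNA probe; 0% = median of test compound wells and 100% = reference inhibitor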
# HTRA1 inh: inhibitors of human serine peptidase HTRA1; inhibition, % at 5.96 µM; recombinant HTRA1, FP-rhodamine activity-based probe, fluorescence polarization; 0.5% of 340,000 active; AID 504803; Q92743; in the data active = inhibition above about 36%;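 note: 0% = enzyme with DMSO and 100% = wells lacking enzyme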
# GC-B act: GC-B (human) receptor activation | P20594 | AID 1920062 | HEK293-GC-B cells, CNP EC30, cGMP TR-FRET; 0% at EC30 CNP, 100% saturating CNP | 0.11% of 370,000 active | activation, % at 10 µM;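 active = activation at 10 µM reaching about 35% in either raw or pattern-adjusted values, limit read from the data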
# GC-A act: GC-A (human) enzyme activation; P16066; HEK293 GC-A cells, cGMP TR-FRET, EC30 ANP; 0% at EC30 ANP, 100% saturating ANP; activation, % at 10 µM; 0.14% of 370,000 active; AID 1671463; in the data active = activation above about 40%
# MBD2 inh: blocks human MBD2 binding to methylated DNA | Q9UBB5 | inhibition, % at 4.4 µM | AID 686964 | 0.31% of 370,000 active | TR-FRET, MBD2 binding to methylated oligonucleotide; in the data active = inhibition above about 13%
# SIAE inh: human SIAE inhibition, primary screen; Q9HAT2; SIAE FP-Rh probe binding, fluorescence polarization; inhibition, % at 9.66 µM; 0.69% of 370,000 active;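 active = inhibition above a cutoff: mean of compounds within the control limits plus 3 SD of those, cut at about 17% in these data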;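 note: 0% = plate median of compound wells and 100% = probe without SIAE protein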
# PRMT1 FP inh: blocks human protein arginine methyltransferase 1; Q99873; recombinant PRMT1, activity-based probe fluorescence polarization; inhibition, % at 2.79 µM; 1.3% of 370,000 active;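 active = inhibition above about 21% made by adding two undisclosed values, limit read from the data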
# Target sequence (Q99873 whole entry, looked up): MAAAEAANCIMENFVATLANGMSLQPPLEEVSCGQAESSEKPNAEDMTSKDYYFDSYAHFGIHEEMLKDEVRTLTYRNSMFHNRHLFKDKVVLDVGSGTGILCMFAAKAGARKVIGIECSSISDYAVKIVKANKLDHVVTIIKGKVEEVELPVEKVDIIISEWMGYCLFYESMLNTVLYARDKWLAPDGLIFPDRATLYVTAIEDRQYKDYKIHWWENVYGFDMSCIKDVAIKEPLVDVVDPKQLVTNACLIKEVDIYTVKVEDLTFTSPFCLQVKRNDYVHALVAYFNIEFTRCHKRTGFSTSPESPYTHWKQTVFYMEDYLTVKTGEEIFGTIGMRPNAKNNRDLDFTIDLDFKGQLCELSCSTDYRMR
# TCR CD3 inh: human TCR-CD3 binding inhibition; inhibition, % at 9.4 µM; 0.37% of 360,000 active; TAMRA-labeled TCR probe fluorescence, biochemical; in the data active = inhibition above about 19%;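 note: recombinant mutant TCR 2C K166C tagged with TAMRA read by polarization; 0% = receptor in buffer alone and 100% = receptor with positive control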
# * marks the source's active call; other numbers are inactive results; . = no result given.
SMILES,rCAG binder,ABHD4 inh,UHRF1 MBD2 ctr,HTRA1 inh,GC-B act,GC-A act,MBD2 inh,SIAE inh,PRMT1 FP inh,TCR CD3 inh
CCc1ccc(C(=O)COC(=O)[C@@H](NC(N)=O)[C@@H](C)CC)cc1,-6,-7,-3,-6,-1,-1,1,2,0,9
CS(=O)(=O)NCCNc1ccc(C(F)(F)F)cc1[N+](=O)[O-],-2,-1,-5,2,6,1,-2,2,-2,8
CCCCOc1ccc(S(=O)(=O)N2CCN(c3ccc(N4CCN(CC)CC4)nn3)CC2)cc1,-3,3,-2,2,3,1,-1,-8,-1,2
O=C(Nc1nc2cc3c(cc2s1)OCCO3)c1cccs1,16,-24,2,-21,-8,2,11,-25,4,-6
CCC(CC)C(=O)N(C)c1c(C)nc2c(OCc3ccccc3C)cccn12,-2,-5,4,.,-3,-7,6,-4,8,0
Cc1ccc(Sc2cc(C(=O)NCCCN(C)C)c3ccccc3n2)cc1,-2,0,0,3,0,-2,0,-4,3,7
Cn1ccc2c(-c3ccc(C(N)=O)cc3)cc3c(c21)C1CCC3C1 (stereo unspecified),9,3,-1,.,0,6,-1,1,1,4
N#Cc1ccsc1NC(=O)CSc1ncnc2ccccc12,21,-4,-1,-6,-6,-5,-3,0,19,7
O=C(c1ccc(Cl)cc1)N1CCc2ccccc21,2,-4,2,4,-9,0,-7,1,-3,4
NC(=Nc1cccc(F)c1)NC(=O)OCc1ccccc1,-1,0,0,.,2,-1,-1,-4,3,.
Cc1ccn(C(=O)c2cc3cc(Cl)ccc3oc2=O)n1,4,5,1,3,6,-3,-1,-3,1,4
CC(=O)Nc1ccc(NC(=O)c2cc(-n3cnnc3)ccc2Cl)cc1,3,0,-1,5,1,0,-1,5,-2,0
CCn1cc(C(=O)N2CCN(C(=O)c3ccco3)CC2)c2cc(OC)c(OC)cc2c1=O,-2,-10,5,0,9,5,0,-4,1,-6
COc1ccc(-n2c(=S)[nH]c3cc(C(=O)NCc4ccccc4OC)ccc3c2=O)c(OC)c1,7,-10,2,-14,-3,-1,4,1,-3,3
CC(C)CN1CCN(Cc2ccc3ncccc3c2)CC1CCO (stereo unspecified),-2,-8,3,4,-4,1,3,6,-4,-2
NC(=O)NC(CC(=O)OCC(=O)NC(=O)NCc1ccco1)c1ccc(Cl)cc1 (stereo unspecified),-1,0,2,4,1,0,-4,0,1,1
CCOC(=O)C(=O)Nc1ccc(Oc2ccccc2)cc1,-5,2,-2,5,2,12,0,2,-2,0
Cc1cc([N+](=O)[O-])nn1CC(=O)Nc1sc2c(c1C(N)=O)CCCC2,6,13,14,6,-1,0,2,0,0,5
CC(C)Cc1ccc(CN2CCCC(NC(=O)CCN3CCCO3)C2)cc1 (stereo unspecified),-12,1,-2,-1,2,0,-4,-5,-3,9
Cc1ccc2[nH]c(=O)c(CN(CCc3ccccc3)C(c3nnnn3Cc3ccco3)C(C)C)cc2c1 (stereo unspecified),37*,6,-4,-84,-6,-3,-3,-10,27*,-11
CCSc1nnc(Cn2c(=O)sc3ccccc32)n1C,1,0,-1,-2,-1,-1,-1,7,-2,5
Cc1nc2ccc(-c3nc4ccccc4o3)cc2[nH]1,4,-3,-7,1,-6,4,-3,-3,0,8
O=C(Cn1cc(C(F)(F)F)cc(Cl)c1=O)NCc1ccc(Cl)cc1,1,2,1,1,2,6,4,-7,1,1
COP(=O)(O)CNC(=O)OCc1ccccc1,4,0,-1,.,3,-2,3,1,-4,.
C[C@@H]1/C=C/CC(=O)N[C@H](c2ccccc2)[C@H](C)/C=C/CC(=O)N[C@@H]1c1ccccc1,2,-4,-2,.,-5,-1,-6,1,-2,.
Cc1ccc2cc3c(N)[nH]nc3nc2c1,0,4,-7,10,-8,-6,-8,8,0,-8
CCOc1cc(/C=C2\C(=N)N3N=CSC3=NC2=O)ccc1OS(=O)(=O)c1ccccc1,20,5,-5,-24,-7,-1,-5,-6,-3,4
CC(C)Cc1nc2sc3c(SCC(N)=O)ncnc3c2c2c1CCC2,1,3,0,4,-6,6,-1,-4,2,0
CN(C(=O)COC(=O)c1ccc(S(=O)(=O)N2CCCCCC2)cc1)c1ccccc1,1,0,5,8,5,-1,-1,-1,-3,5
O=C(Nc1ccccc1N1CCOCC1)c1cccc2ccccc12,1,0,-2,3,0,2,3,-1,-4,0
Clc1ccc(OCc2nc(-c3ccncc3)no2)c(Cl)c1,1,-18,2,-24,-7,22,1,3,1,-8
O=C(CSc1nc(NS(=O)(=O)c2ccccc2)cc(=O)[nH]1)Nc1ccc(Cl)cc1,11,-11,1,-64,-1,-2,1,-64,7,10
CC(C)(C)C(=O)NC(=S)Nc1ccccc1N1CCCC1,-5,4,-5,-2,-2,1,-6,8,0,4
O=C(COC(=O)CCc1ccc(S(=O)(=O)N2CCOCC2)cc1)Nc1ccc(Cl)cn1,2,0,0,-3,13,-2,0,-1,0,-7
O=C(CN1CCN(S(=O)(=O)c2ccccc2)CC1)Nc1ccc2c(c1)CCC2,-4,-4,3,-6,2,-1,3,1,-2,1
COc1ccc(CNS(=O)(=O)c2ccc3c(c2)C(C)(C)C(=O)N3C)cc1,-2,3,1,-2,-2,0,4,-2,2,0
CCc1ccc(N2CN(Cc3cccnc3)CNC2=S)cc1,-2,2,2,-2,4,4,-4,3,-2,-1
Cc1cccc(Cn2ccc(-c3ccc(Cl)cc3)c(C#N)c2=O)c1,-1,0,-2,-8,1,1,5,8,3,-1
COCCNC(=O)C(c1ccco1)N(C(=O)Cn1nnc2ccccc21)c1ccccc1C (stereo unspecified),-8,-1,-1,-2,-3,-4,-3,1,2,7
O=C(COC(=O)CC1CC2CCC1C2)NCc1ccc(Cl)cc1 (stereo unspecified),0,3,1,-17,-1,2,5,-1,-1,6
CCCCCCCCN1C(=O)[C@@H](CC(=O)N2CCSCC2)C[C@@]2(C(=O)OC)C1=C[C@H](C1CCCC1)O[C@@H]2C,3,-7,-2,.,9,-5,-5,-1,0,12
COc1cc(/C=N/NC(=O)CC2(C)OCCO2)cc(Br)c1O,-3,1,-1,0,-5,-3,3,6,0,6
CCOC(=O)C(C(=O)OCC)C(=O)c1cccc2ccc3ccccc3c12,10,-11,7,-8,-1,-1,7,-4,9,-10
Cc1ccc(C(=O)COC(=O)c2ccc(-c3cnc4ccccc4n3)cc2)cc1C,5,-2,3,-11,-4,6,-1,-9,2,-11
CCCOc1ccc2ccccc2c1/C=N/n1c(C)nnc1-n1nc(C)cc1C,0,-9,3,-23,-6,-12,9,-3,3,1
Cc1ccc(CCCNC(=O)C2CCC(=O)N(Cc3cccc(F)c3)C2)cc1 (stereo unspecified),-7,-3,-1,-8,-2,0,0,2,0,6
CCN1C(=O)[C@@H]2[C@@H](c3ccc(-c4ccccc4)cc3)N3CCCC[C@@]3(C(=O)OC)[C@@H]2C1=O,7,-8,0,-15,-2,0,-2,6,1,-9
CCN1C(=O)[C@@H]2[C@@H]3CN(S(=O)(=O)c4ccc(C)cc4)[C@@H](c4ccccc4Cl)[C@@H]3C(=O)C[C@@H]2C1=O,4,-8,2,.,-4,-2,-6,8,-4,-5
COc1ccccc1OCC(=O)Nc1ccc(S(=O)(=O)Nc2nccs2)cc1,14,-4,2,4,-2,0,5,11,3,-2
O=C1CCN(Cc2ccccc2)C=C1c1ccc(Br)cc1,0,-6,0,-23,0,-1,-1,2,1,-5
CCCCNC(=S)N1CCC(Cc2ccccc2)CC1,-7,-7,-4,-15,2,3,-5,-6,-3,7
COc1cc2nc(NC(=O)c3ccco3)sc(=O)c2cc1OC,2,-3,-1,10,3,-2,-4,-8,-2,8
COc1ccc(C(C)=O)cc1CSc1nnc(SCc2cc(C(C)=O)ccc2OC)s1,1,-4,-2,.,9,1,6,-4,-2,3
CN1/C(=C\C(=O)CN2C(=O)NC3(CCCCCC3)C2=O)C(C)(C)c2ccccc21,-7,-40,2,-16,-6,-4,1,-26,1,-6
COc1ccccc1C(CNC(=O)CCNC(=O)c1ccccc1Cl)N1CCCC1 (stereo unspecified),-1,4,-1,7,4,4,-1,-9,1,3
Cc1ccc(C)c(NC(=O)CSc2nc(N)c(NC(=O)c3cccs3)c(=O)[nH]2)c1,3,1,1,-3,-4,3,2,0,4,1
O=C(NCc1ccccc1Cl)c1ccc(Br)o1,3,1,3,-6,-4,-9,-6,7,-1,1
COc1ccc(-n2c(-c3ccc(Br)cc3)n[nH]c2=S)cc1,4,2,3,4,2,-7,5,1,19,-10
CCOc1cccc(C(=O)NC(=S)Nc2cccnc2)c1,-1,-4,-1,-1,1,-3,4,9,-6,0

# Rewritten bar-delimited: 2 of the compounds above.
SMILES | rCAG binder | ABHD4 inh | UHRF1 MBD2 ctr | HTRA1 inh | GC-B act | GC-A act | MBD2 inh | SIAE inh | PRMT1 FP inh | TCR CD3 inh
CN1/C(=C\C(=O)CN2C(=O)NC3(CCCCCC3)C2=O)C(C)(C)c2ccccc21 | -7 | -40 | 2 | -16 | -6 | -4 | 1 | -26 | 1 | -6
COc1cc2nc(NC(=O)c3ccco3)sc(=O)c2cc1OC | 2 | -3 | -1 | 10 | 3 | -2 | -4 | -8 | -2 | 8

# Some of the entries so far, as tab-separated lines.
smiles	rCAG binder	ABHD4 inh	UHRF1 MBD2 ctr	HTRA1 inh	GC-B act	GC-A act	MBD2 inh	SIAE inh	PRMT1 FP inh	TCR CD3 inh
CCOC(=O)C(C(=O)OCC)C(=O)c1cccc2ccc3ccccc3c12	10	-11	7	-8	-1	-1	7	-4	9	-10
Cc1ccc(C(=O)COC(=O)c2ccc(-c3cnc4ccccc4n3)cc2)cc1C	5	-2	3	-11	-4	6	-1	-9	2	-11
CCCOc1ccc2ccccc2c1/C=N/n1c(C)nnc1-n1nc(C)cc1C	0	-9	3	-23	-6	-12	9	-3	3	1
Cc1ccc(CCCNC(=O)C2CCC(=O)N(Cc3cccc(F)c3)C2)cc1 (stereo unspecified)	-7	-3	-1	-8	-2	0	0	2	0	6
CCN1C(=O)[C@@H]2[C@@H](c3ccc(-c4ccccc4)cc3)N3CCCC[C@@]3(C(=O)OC)[C@@H]2C1=O	7	-8	0	-15	-2	0	-2	6	1	-9
CCN1C(=O)[C@@H]2[C@@H]3CN(S(=O)(=O)c4ccc(C)cc4)[C@@H](c4ccccc4Cl)[C@@H]3C(=O)C[C@@H]2C1=O	4	-8	2	.	-4	-2	-6	8	-4	-5
COc1ccccc1OCC(=O)Nc1ccc(S(=O)(=O)Nc2nccs2)cc1	14	-4	2	4	-2	0	5	11	3	-2
O=C1CCN(Cc2ccccc2)C=C1c1ccc(Br)cc1	0	-6	0	-23	0	-1	-1	2	1	-5
CCCCNC(=S)N1CCC(Cc2ccccc2)CC1	-7	-7	-4	-15	2	3	-5	-6	-3	7
COc1cc2nc(NC(=O)c3ccco3)sc(=O)c2cc1OC	2	-3	-1	10	3	-2	-4	-8	-2	8
COc1ccc(C(C)=O)cc1CSc1nnc(SCc2cc(C(C)=O)ccc2OC)s1	1	-4	-2	.	9	1	6	-4	-2	3
CN1/C(=C\C(=O)CN2C(=O)NC3(CCCCCC3)C2=O)C(C)(C)c2ccccc21	-7	-40	2	-16	-6	-4	1	-26	1	-6
COc1ccccc1C(CNC(=O)CCNC(=O)c1ccccc1Cl)N1CCCC1 (stereo unspecified)	-1	4	-1	7	4	4	-1	-9	1	3
Cc1ccc(C)c(NC(=O)CSc2nc(N)c(NC(=O)c3cccs3)c(=O)[nH]2)c1	3	1	1	-3	-4	3	2	0	4	1
O=C(NCc1ccccc1Cl)c1ccc(Br)o1	3	1	3	-6	-4	-9	-6	7	-1	1

# These rows are one share of the data; rates above refer to the full screens.
